S3 lipid droplet – qHTS Assay for Lipid Storage Modulators in Drosophila S3 Cells; Drosophila S3 cells, BODIPY lipid droplet fluorescence, 18-24 h; cells fed with added oleic acid; lipid storage change, negative = inhibition, % at the top dose, mostly 46.1 µM; hits show Potency in µM; 320,000 compounds, 0.64% hits; AID 2685, 2010; active means well fitted inhibition curve with a large enough effect in the signal ratio, with a control signal flat, not every such curve was filed as active; inconclusive means small, poorly fitted or top-dose-only effect, or effect the other way, or a change in a side signal; the % refers to the signal ratio
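Drosophila S3 cells got compounds at several concentrations plus oleic acid (400 uM solution). Laser-scanning cytometry with 488 nm excitation read lipid droplets at 500-530 nm and cells at 575-640 nm. Percent activity was relative to 20 uM Triacsin C.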
S3 lipid droplet cell count max – recorded beside S3 lipid droplet, whose call it bears; cell number change, %; measured here: cell count max response;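 cells counted by Cell Tracker Red CMTPX staining in the red channel; peak over a dose series mostly up to 46.1 µM; percent activity relative to internal control wells on each plate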
Starred values were filed as active, the others as inactive; i = inactive; ? = inconclusive; / = not tested or not shown. On the % scale 0 is the no-effect control and ±100 the full control effect; potency means the concentration at half of the fitted maximal effect.

Sample of the layout:
| S3 lipid droplet cell count max | S3 lipid droplet | Structure |
| --- | --- | --- |
| -1 | -29% | CCOC(=O)c1ccccc1NC(=O)COC(=O)CN1C(=O)NC2(CCCC2)C1=O |
| / | ? | Fc1ccc(/C=N/N2CCOCC2)c(F)c1 |
| / | ? | CCCOc1cccc(C(=O)O)c1 |
| / | ? | CC(Sc1nnc2ccccn12)C(=O)Nc1ccc2c(c1)OCO2 (stereo not given) |
| / | ? | O=C(Nc1ccc2ccccc2c1)c1cc(F)c(F)cc1Cl |
| / | i | Cc1cccc(-n2c(C)nc3cc(C(=O)N4CCOCC4)ccc32)c1 |
| / | ? | O=C(CSc1ccc(Cl)cc1)N/N=C/c1cccnc1 |

This part in full, from the first entry:
| S3 lipid droplet cell count max | S3 lipid droplet | Structure |
| --- | --- | --- |
| -1 | -29% | CCOC(=O)c1ccccc1NC(=O)COC(=O)CN1C(=O)NC2(CCCC2)C1=O |
| / | ? | Fc1ccc(/C=N/N2CCOCC2)c(F)c1 |
| / | ? | CCCOc1cccc(C(=O)O)c1 |
| / | ? | CC(Sc1nnc2ccccn12)C(=O)Nc1ccc2c(c1)OCO2 (stereo not given) |
| / | ? | O=C(Nc1ccc2ccccc2c1)c1cc(F)c(F)cc1Cl |
| / | i | Cc1cccc(-n2c(C)nc3cc(C(=O)N4CCOCC4)ccc32)c1 |
| / | ? | O=C(CSc1ccc(Cl)cc1)N/N=C/c1cccnc1 |
| / | ? | Cc1c(Cl)ccc(S(=O)(=O)NCCCn2ccnc2)c1Cl |
| 5 | -3% | CCCCOc1ccc(C(=O)NN2CCN(C)CC2)cc1 |
| -9 | -15% | Cc1cccc(C(=O)OCC(=O)Nc2sc3c(c2C#N)CCC3)c1 |
| / | ? | Cc1ccccc1Nc1nnc(SCc2cc([N+](=O)[O-])cc3c2OCOC3)s1 |
| / | ? | CC(=O)N/C(=C\c1ccc(C)o1)C(=O)NCc1ccccc1 |
| 8 | 13% | Cc1sc2c(=O)n3c(nc2c1C(=O)NC1CCCCC1)CCCCC3 |
| / | ? | O=C(CN1C(=O)COc2ccccc21)NCCC1=CCCCC1 |
| / | ? | CCCc1cc(=O)oc2cc(C)cc(OCC(=O)NCCCN3CCOCC3)c12 |
| / | ? | CC1(C)N([O-])C(c2cccs2)=C[N+]1=O |
| / | ? | C/C=C(\C)CN1CCC(Oc2cccc(C(=O)NCc3ccccn3)c2)CC1 |
| / | ? | Cc1ccccc1CN1CCN(Cc2cc3ccccc3o2)CC1CCO (stereo not given) |
| 21 | -4% | O=[N+]([O-])c1ccc(NCCNCCOc2nonc2-c2ccccc2)c([N+](=O)[O-])c1 |
| -1 | -18% | N#C/C(=C\c1c(Cl)cccc1Cl)c1nc2ccccc2o1 |
| 8 | -3% | CN(CC1CCOCC1)C(=O)CC1C(=O)NCCN1Cc1ccc(-c2ccccc2)cc1 (stereo not given) |
| / | ? | O=C(Nc1ccc(-n2cccc2)cc1)C1CC1 |
| 7 | 23% | CCN(CC)CCCNC(=S)N(Cc1cccnc1)Cc1cc2cccc(C)c2[nH]c1=O |
| / | ? | CNc1nc(Nc2ccc([N+](=O)[O-])cc2)nc(OCC(F)(F)F)n1 |
| / | ? | COC(=O)c1cnn2c(C(F)(F)F)cc(-c3ccco3)nc12 |

7 records picked at random from the list so far, as already listed:
| S3 lipid droplet cell count max | S3 lipid droplet | Structure |
| --- | --- | --- |
| / | ? | CNc1nc(Nc2ccc([N+](=O)[O-])cc2)nc(OCC(F)(F)F)n1 |
| / | ? | COC(=O)c1cnn2c(C(F)(F)F)cc(-c3ccco3)nc12 |
| / | ? | Cc1ccccc1Nc1nnc(SCc2cc([N+](=O)[O-])cc3c2OCOC3)s1 |
| / | ? | CC(=O)N/C(=C\c1ccc(C)o1)C(=O)NCc1ccccc1 |
| 8 | 13% | Cc1sc2c(=O)n3c(nc2c1C(=O)NC1CCCCC1)CCCCC3 |
| / | ? | Cc1ccccc1CN1CCN(Cc2cc3ccccc3o2)CC1CCO (stereo not given) |
| / | ? | CC1(C)N([O-])C(c2cccs2)=C[N+]1=O |

Next part:
| S3 lipid droplet cell count max | S3 lipid droplet | Structure |
| --- | --- | --- |
| 11 | -2% | CC(C)(C)c1ccc(NNC(=O)C2CCC2)cc1 |
| -1 | -5% | CCCNC(=O)C(=O)Nc1cc2c3c(c1)CCC(=O)N3CCC2 |
| -28 | i | CCOCCCNC(=O)c1ccc(Br)cc1 |
| -21 | i | COc1ccc2c(C(=O)c3ccc(Cl)cc3)n(CCCC(N)=O)[n+]([O-])c2c1 |
| / | ? | CCOC(=O)c1c(C(C#N)C#N)cc(C)nc1C |
| / | ? | CCn1cc(Br)c(C(=O)N(C)Cc2ccccc2)n1 |
| 3 | 0% | C#CCOCCOCCOCCNc1nc(N2CCN(C(=O)[C@H](CCC(=O)O)n3cc(C(N)Cc4ccc(O)cc4)nn3)CC2)nc(N2CCN(C(=O)[C@H](Cc3cc4ccccc4[nH]3)n3cc(C(N)CC(C)C)nn3)CC2)n1 (stereo not given in full) |
| / | ? | O=C(Nc1ccc(S(=O)(=O)N2CCCCC2)cc1)c1ccco1 |
| 11 | 9% | CCCCSc1nc(C)cc(C)c1S(=O)(=O)c1ccccc1C |
| -26 | 5% | Cc1[nH]c2ccc(Br)cc2c(=O)c1CN1CCCCC1 |
| -7 | 3% | CN(C(=O)COC(=O)CSCc1cccc(Cl)c1)c1c(N)n(Cc2ccccc2)c(=O)[nH]c1=O |
| / | ? | Cc1nc(CN(C)C(=O)c2cc(COc3ccc4ncccc4c3)on2)cs1 |
| / | ? | Cc1nnc2ccc(-c3ccc(NS(=O)(=O)c4ccc(Cl)s4)cc3)nn12 |
| -4 | i | CN(C1CCCCC1)C(CNS(=O)(=O)c1ccccc1)c1ccccc1 (stereo not given) |
| / | ? | O=C(COC(=O)C(Cc1ccccc1)NC(=O)c1ccccc1)c1ccccc1 (stereo not given) |
| / | ? | Cc1ccccc1Nc1nc(NCc2ccco2)c2ccccc2n1 |
| 18 | 1% | CC(=O)NCCC(Cc1ccccc1)c1ccco1 (stereo not given) |
| -5 | -2% | CCC(C)NC(=O)CSc1ccc(S(=O)(=O)N2CCN(Cc3ccccc3)CC2)cn1 (stereo not given) |
| / | ? | COc1cccc(Cn2nnc(C(=O)NCc3ccc4c(c3)OCO4)c2N)c1 |
| / | ? | Cn1cc(CN2CCN(Cc3cccnc3)CC2)c(-c2ccc3c(c2)OCCO3)n1 |
| -8 | -6% | COc1c(C)cc(C(=O)C2CCCN(C(=O)/C=C/c3ccccn3)C2)cc1C (stereo not given) |
| 9 | 19% | COc1ccc(-c2[nH]ncc2CN2C[C@@H]3CCC[C@H]2C3)c(F)c1 |
| 0 | i | CC(=O)c1cc2c(cc1NC(=O)CN1CCN(c3ccc(F)cc3)CC1)OCO2 |
| -19 | 19% | N#Cc1c(SCC(=O)Nc2nc3ccccc3s2)sc2c(O)cc(=O)[nH]c12 |
| / | ? | Cc1ccc(-n2nnnc2SCc2nnc(-c3ccccc3Br)o2)c(C)c1 |
| / | ? | Cc1nc2ccc(S(=O)(=O)NCC(=O)NCCN3CCCCC3C)cc2s1 (stereo not given) |
| / | ? | CSc1ccc(NC(=O)NCCCN2CCC(Cc3ccccc3)CC2)cc1 |
| -1 | 4% | CCCNc1nc(Cl)nc(NCc2cccnc2)n1 |
| 2 | 3% | O=C(C1CC(c2ccc(F)cc2)=NO1)N1CCc2ccccc2C1 (stereo not given) |
| / | ? | COc1cc(S(=O)(=O)NCCCN2CCOCC2)ccc1-n1cnnn1 |
| / | ? | CCOC(=O)N1CCC(n2c(SCC(=O)OCc3ccccc3)nc3ccsc3c2=O)CC1 |
| -15 | -1% | O=C(O)c1ccc(NC(=O)C2CCCCC2)cc1 |
| -1 | i | CCOc1ccccc1-n1c(SCC(N)=O)nnc1-c1cccnc1 |
| / | i | CCOC(=O)N1CCN(C(c2ccc(C(C)C)cc2)c2sc3nc(C)nn3c2O)CC1 (stereo not given) |
| 1 | 16% | COc1ccccc1NC(=S)N(CCCN1CCOCC1)Cc1ccccn1 |
| / | ? | COCCn1c(C)cc(/C=C2/SC(=O)N(CC(=O)N3CCCC3)C2=O)c1C |
| / | ? | CSCCC(NC(=O)c1ccc(Cl)cc1Cl)C(=O)OC1CCCCC1=O (stereo not given) |
| / | ? | NC(=O)C1CCN(C(=O)COc2ccc3ccc(=O)oc3c2)CC1 |
| 24 | i | COCC(=O)NC1CCN(C(=O)Nc2ccc(Br)cc2)CC1 |
| / | ? | CC(=O)N1CCN(C(=O)c2cc3ccccc3o2)CC1 |
| / | ? | Cc1ccc2oc(-c3cccc(NC(=O)/C=C/c4cccc([N+](=O)[O-])c4)c3C)nc2c1 |
| 14 | 9% | CC(C)N1CCC(=NNc2ccc([N+](=O)[O-])cc2S(=O)(=O)N2CCOCC2)CC1 |
| / | ? | O=C(N/C(=C/c1ccc(Br)cc1)C(=O)N1CCCCC1)c1ccccc1F |
| / | ? | O=C(O)c1ccccc1NCc1ccncc1 |
| / | ? | COC(=O)[C@H](CCSC)NC(=O)NCc1ccccn1 |
| / | ? | CCOC(=O)c1ccc(NC(=O)CSc2nc(=O)n3cccc(C)c3n2)cc1 |
| / | ? | O=C(OCN1C(=O)c2ccccc2C1=O)c1cccs1 |
| / | ? | N#Cc1c(C(F)(F)F)cc(C2CC2)[nH]c1=O |
| / | i | CCOc1ccc(C(=O)Nc2cc(C)on2)cc1OCC |
| / | ? | Cc1cc(C)cc(Nc2ncnc3nc[nH]c23)c1 |

Four of the entries above in order of their number in S3 lipid droplet cell count max, rising:
| structure | S3 lipid droplet cell count max |
| --- | --- |
| O=C(O)c1ccc(NC(=O)C2CCCCC2)cc1 | -15 |
| CCCNc1nc(Cl)nc(NCc2cccnc2)n1 | -1 |
| COc1ccccc1NC(=S)N(CCCN1CCOCC1)Cc1ccccn1 | 1 |
| COCC(=O)NC1CCN(C(=O)Nc2ccc(Br)cc2)CC1 | 24 |

Arranged by molar mass (largest number first): three of the compounds above.
| S3 lipid droplet cell count max | S3 lipid droplet | Structure |
| --- | --- | --- |
| / | ? | O=C(N/C(=C/c1ccc(Br)cc1)C(=O)N1CCCCC1)c1ccccc1F |
| / | ? | Cc1nc2ccc(S(=O)(=O)NCC(=O)NCCN3CCCCC3C)cc2s1 (stereo not given) |
| / | ? | COc1cc(S(=O)(=O)NCCCN2CCOCC2)ccc1-n1cnnn1 |

Next compounds
| S3 lipid droplet cell count max | S3 lipid droplet | Structure |
| --- | --- | --- |
| -1 | -8% | Cc1nc2c(c(=O)c3ccccc3n2C)c(=O)n1C1CCCCCC1 |
| / | ? | CC(=O)Nc1ccc(C(=O)CN2C(=O)CSC2=O)cc1 |
| / | ? | CC(=O)N(CCC(Cc1ccccc1)c1ccc2c(c1)OCO2)Cc1ccccc1F (stereo not given) |
| / | ? | Cc1noc(C)c1COc1ccc(C(=O)OCC(=O)NC23CC4CC(CC(C4)C2)C3)cc1 |
| / | ? | COc1ccc(CCN2C(=O)c3[nH]nc(-c4ccccc4O)c3C2c2cccc(Cl)c2)cc1 (stereo not given) |
| 16 | 10% | Cc1ccc(N2C(=O)CSC2c2cccnc2)c(Cl)c1 (stereo not given) |
| / | ? | Cc1ccc(NC(=O)NC2CCCN2S(=O)(=O)c2ccc(Cl)cc2)cc1 (stereo not given) |
| 7 | 16% | Cc1cccc2cc(CN(Cc3cccs3)C(=S)NCc3ccco3)c(=O)[nH]c12 |
| 24 | i | O=C(c1ccc(CN2CCOCC2)cc1)N1CCN(c2cccc(Cl)c2)CC1 |
| / | ? | CC(Sc1nnc(-c2ccco2)n1C)C(=O)Nc1nccs1 (stereo not given) |
| -16 | 17% | Cc1ccc(C(=O)N2CCCCC2)cc1S(=O)(=O)N1CCCCCC1 |
| -9 | -22% | CC(C)(C)c1nc2scc(-c3ccc(Br)cc3)c2c(=O)o1 |
| 0 | -4% | COc1ccc(NC(=S)Nc2cc(C)[nH]n2)cc1Cl |
| / | ? | O=[N+]([O-])c1ccc2[nH]cc(S(=O)(=O)N3CCN(c4cccc(Cl)c4)CC3)c2c1 |
| 3 | 8% | Cn1nc(C(C)(C)C)cc1NC(=O)Nc1ccc(Cl)cc1 |
| / | ? | CC(C)c1ccc(Cc2nnc(NCCCO)[nH]c2=O)cc1 |
| -12 | -6% | CCc1ncc(/C=C2\C(=O)Nc3ccccc32)[nH]1 |
| 15 | -6% | CC(C)(C)n1ncc2c(=O)n(CC(=O)c3ccccc3)cnc21 |
| / | ? | O=C(COc1ccc(Br)cc1)Nc1ccc2oc(=O)ccc2c1 |
| / | ? | CC1CCOC(c2coc3ccccc3c2=O)O1 (stereo not given) |
| 20 | 7% | CCNC(=S)NS(=O)(=O)c1ccc(C)cc1 |
| / | ? | N#C/C(=C\c1ccc(C(=O)O)cc1)S(=O)(=O)c1cc(Br)ccc1Br |
| / | ? | COc1cccc2c1OC1(C)CC2/C(=C(\C)O)C(=O)N1 (stereo not given) |
| 23 | 4% | O=C(OCn1nnc2ccccc2c1=O)c1ccc(O)cc1 |
| / | ? | Cc1cc(C)n(-c2cccc(C(=O)O)c2)n1 |
| / | ? | COc1cc(OC)c(-n2cc(-c3ccc(Cl)cc3)[nH]c2=O)cc1Cl |
| 14 | 4% | Clc1ccccc1N/N=C/c1ccc2c(c1)OCO2 |
| / | ? | CN1CCN(S(=O)(=O)CC2(C)C3CCC2(C)C(=O)C3Br)CC1 (stereo not given) |

Compound activity (PubChem BioAssay)

An excerpt (hit frequency here may not be typical).
